High-throughput results (PubChem BioAssay)
TTR transcr act: increases transthyretin transcription; activation, % at 16.7 µM; SH-SY5Y TTR promoter Gaussia luciferase, luminescence; 100% = recombinant luciferase protein wells; actives 1.3% (n = 92,000);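 active = activation above the mean of all tested compounds plus 3 SD, cut at about 9.5% in these data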;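 note: cells exposed to compounds for one day before reading; 0% = median of all test compound wells on the plate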
* marks the source's active call; other numbers are inactive results. Some of the compounds tested; count on the stated rates, not on these rows.

SMILES	TTR transcr act
CCCN(Cc1ccccc1)C(=S)Nc1ccc(F)cc1	-2.2
O=C(NCc1nnc(SCc2ccc(C(F)(F)F)cc2)n1-c1ccccc1)C12CC3CC(CC(C3)C1)C2	-0.2
COC(=O)[C@H](Cc1ccccc1)NC(=O)NCc1ccccc1	-1.3
COc1cccc(C(NC(C)=O)c2nc(-c3cnn(C)c3)cs2)c1 (stereo not drawn)	-0.5
CC(C)(C)n1nc2c(c1NC(=O)c1cc3ccccc3o1)CSC2	0.1
O=C(c1ccco1)N1CCN(C(=O)C2c3ccccc3Oc3ccccc32)CC1	0.1
Cc1cc(NC(=O)CSc2nc(-c3ccc(Cl)cc3)cs2)no1	0.0
O=[N+]([O-])c1cccc(NC(=S)N2CCOCC2)c1	1.1
O=C(NC1CCCC1)C(c1ccccc1F)N(C(=O)c1csnn1)c1ccccc1 (stereo not drawn)	0.4
COCCCNC(=S)N(CCCO)Cc1cc2cc3c(cc2[nH]c1=O)OCCO3	-0.3
Cc1nn(Cc2cccc3ccccc23)c(C)c1NC(=O)c1cccnc1	1.9
CCCOc1ccc(C(=O)NCC(c2cccs2)N(C)C)cc1 (stereo not drawn)	-0.9
Cc1cc(NS(=O)(=O)c2ccc(C3CCCCC3)cc2)no1	-1.4
CC(C)N1CCCCC(NC(=O)c2ccc(Br)cc2)C1=O (stereo not drawn)	1.8
Cc1ccccc1NC(=O)C1CCCN(S(=O)(=O)c2ccc3c(c2)C(C)(C)C(=O)N3C)C1 (stereo not drawn)	0.9
Cc1ccc(S(=O)(=O)N/N=C\c2ccc(C)o2)cc1	1.1
COc1ccccc1NC(=O)Cn1nnc(-c2ccccc2NC(=O)c2cnccn2)n1	-1.1
COc1cccc(C(=O)NCCSc2ccc(C)cc2)c1	2.8
Cc1cc(C)n(CC(=O)N2CCCC(N3CCN(c4ccc(F)cc4)CC3)C2)n1 (stereo not drawn)	2.1
CC(C)(C)NCc1ccc(OCc2cccs2)cc1	1.4
Cc1cc(C)n(CCN(C)c2nc3nonc3nc2N2CCCCC2)n1	1.5
O=c1c2ccccc2nc(COc2ccccc2)n1/N=C/c1ccc(O)cc1O	0.7
CC(=O)Nc1ccc(NC(=O)C(C)OC(=O)c2cccc(S(=O)(=O)N3CCCCC3)c2)cc1 (stereo not drawn)	0.3
O=C(Nc1cc2c(cc1Br)OCCO2)c1cccnc1	-1.7
Cc1ccc(S(=O)(=O)NCc2ccccc2)cc1C(=O)NC1CCCCC1	0.3
O=C1NC(c2cccc(Cl)c2)Nc2ccccc21 (stereo not drawn)	2.0
O=C(CCN=C1NS(=O)(=O)c2ccccc21)Nc1ccc(F)cc1Cl	0.7
COc1ccc(CN(C(=O)Cn2nnc3ccccc32)C(C(=O)NC(C)(C)C)c2ccco2)cc1 (stereo not drawn)	9.9*
CCCCn1c(N)c(N(CCC(C)C)C(=O)c2ccc(C)o2)c(=O)[nH]c1=O	1.6
CCC(C)(NC=O)C(=O)Nc1c(C)cccc1C (stereo not drawn)	-0.1
Cc1ccc(C)c(CN2CCC(CNC(=O)Nc3ccc(C)c(C)c3)CC2)c1	2.2
O=C(NC1CCCC1)C(c1ccccc1)n1c(-c2cccc3ccccc23)nc2ccccc21 (stereo not drawn)	0.3
CCCCNC(=O)c1cccnc1SCC(=O)Nc1ccccc1OC	1.5
O=C(COC(=O)c1cccc([N+](=O)[O-])c1)c1ccc(OCc2ccccc2)cc1	0.7
COc1cccc(NC(=O)CCN2C(=O)c3ccc([N+](=O)[O-])cc3C2=O)c1	1.4
COCCSc1ccccc1C(=O)Nc1cc([N+](=O)[O-])ccc1OC	-0.9
CNC(=O)Cn1nc(-c2ccc(C)cc2)c2ccccc2c1=O	-1.4
COc1ccc2c(c1)c(CCNNC(=O)C(C)(C)C)c(C)n2C(=O)c1ccc(Cl)cc1	-2.2
O=S(=O)(c1ccc(Cl)cc1)N1CCN(c2nc(C(F)(F)F)nc3ccccc23)CC1	2.1
COc1ccc(NC(=O)COc2ccccc2)cc1Cl	-0.5
Cc1nc(N)sc1C(=O)Nc1ccccc1	-0.5
O=C(NC1c2ccccc2-c2ccccc21)c1ccccc1	-0.9
CC1CCC(NC(=O)C(C)N2C(=O)C3CCCCC3C2=O)CC1 (stereo not drawn)	2.6
CCCCN(C(C)=O)c1c(CC)nc2ccc(C(=O)NCCc3ccccn3)cn12	-1.9
C[C@H]1C(=O)N(C)CCN1Cc1cn(C)nc1-c1ccc(Oc2ccccc2)cc1	0.1
Cc1ccc(-n2c(=O)c3ccccc3n(CC(=O)NCc3ccco3)c2=O)cc1	0.5
CC(=O)Oc1ccccc1-c1nc(C)nc(N(C)C(C)=O)n1	-0.3
Cc1ccc(C(c2nnnn2CS(=O)(=O)c2ccc(C)cc2)N2CCCC2)cc1 (stereo not drawn)	-0.8
O=C(COC(=O)CNS(=O)(=O)c1cccc(Br)c1)Nc1ccccc1Sc1ccccc1	-1.4
C/C(=N\NC(=O)c1cc(-c2ccncc2)nc2ccccc12)c1ccc(OC(F)F)cc1	-1.8
CC(=O)C1=C(C)NC(=O)NC1/C=C/c1ccccc1 (stereo not drawn)	1.9
CCn1c(SCC(=O)Nc2ccccc2C(=O)OC)nnc1-c1ccoc1C	3.5
O=C1NC2CCCCC2C(=O)N1OS(=O)(=O)c1ccccc1 (stereo not drawn)	-0.7
COc1cccc(N2CCN(C(=O)CCCCCn3c(=S)[nH]c4cc5c(cc4c3=O)OCO5)CC2)c1	-1.3
CCOc1ccc(NC(=O)c2ccc(NC(=O)c3ccc(NC(N)=O)cc3)cc2)cc1	1.1
COc1ccc(OC)c(S(=O)(=O)NCCc2ccccc2)c1	0.8
Cc1ccc(NS(=O)(=O)c2ccc(C)c(NC(=O)COc3ccc4ccccc4c3)c2)c(C)c1	-0.9
O=C(Nc1nnc(S(=O)(=O)Nc2ccccc2)s1)C1CCCCC1	0.8
C=CCNC(=O)C(=O)NCCOc1ccccc1Cl	-1.0
Cc1oc(C(C)(C)C)cc1C(=O)NCc1ccc2c(c1)OCO2	8.4

Structures shown so far that contain an aryl thioether with sulfur outside any ring, in the order listed:
SMILES	TTR transcr act
O=C(NCc1nnc(SCc2ccc(C(F)(F)F)cc2)n1-c1ccccc1)C12CC3CC(CC(C3)C1)C2	-0.2
Cc1cc(NC(=O)CSc2nc(-c3ccc(Cl)cc3)cs2)no1	0.0
COc1cccc(C(=O)NCCSc2ccc(C)cc2)c1	2.8
CCCCNC(=O)c1cccnc1SCC(=O)Nc1ccccc1OC	1.5
COCCSc1ccccc1C(=O)Nc1cc([N+](=O)[O-])ccc1OC	-0.9
O=C(COC(=O)CNS(=O)(=O)c1cccc(Br)c1)Nc1ccccc1Sc1ccccc1	-1.4
CCn1c(SCC(=O)Nc2ccccc2C(=O)OC)nnc1-c1ccoc1C	3.5

Part of the list above, with values ahead of the structure.
TTR transcr act,canonical_smiles
1.1,CCOc1ccc(NC(=O)c2ccc(NC(=O)c3ccc(NC(N)=O)cc3)cc2)cc1
-0.9,O=C(NC1c2ccccc2-c2ccccc21)c1ccccc1
-0.7,O=C1NC2CCCCC2C(=O)N1OS(=O)(=O)c1ccccc1 (stereo not drawn)
8.4,Cc1oc(C(C)(C)C)cc1C(=O)NCc1ccc2c(c1)OCO2
0.1,C[C@H]1C(=O)N(C)CCN1Cc1cn(C)nc1-c1ccc(Oc2ccccc2)cc1

New compounds follow:
SMILES	TTR transcr act
COc1ccc(CN(C(=S)Nc2ccccc2)C2CC(=O)N(c3ccccc3)C2=O)cc1 (stereo not drawn)	-2.6
COc1ccc(Oc2nnc(C)c3ccccc23)cc1	-1.3
CCOC(=O)c1c(C)nc(C)c(C(=O)OCC)c1-c1ccc(Br)cc1	-0.3
CS(=O)(=O)N(CC(=O)N1CCc2ccccc2C1)c1cccc(F)c1	-0.4
CC(C)Cc1cc(C(=O)NCCN2CCOCC2)no1	-1.5
Cc1cc(SCc2ccc(F)cc2)nc(=O)[nH]1	1.3
NC(=O)c1c(/N=C/c2cccnc2)sc2c1CCCC2	4.7
CCOC(=O)C1CCN(Cc2c(O)ccc3ccccc23)CC1	-2.4
Cc1ccc(OCC(=O)OC2CCCN(C)C2)cc1 (stereo not drawn)	-0.4
COC(CNC(=O)[C@H](Cc1ccccc1)NC1(C(=O)NC2CCCCC2)CCCC1)OC	-0.2
CCCCN(C)C(=O)c1nc2ccccn2c1CN1CCN(c2cnccn2)CC1	3.1
CCCOc1ccc(N2C(=O)CC(N(Cc3ccco3)C(=O)CC)C2=O)cc1 (stereo not drawn)	1.3
CCN(CC)c1ccc(C=C(c2nnnn2-c2ccccc2)c2nnnn2-c2ccccc2)cc1	1.1
N/C(=N\OC(=O)c1cccs1)C1(c2ccc(Cl)cc2Cl)CC1	3.1
Cc1cccc(-c2nnc(SCC(=O)Nc3nc4c(s3)CCCC4)n2C)c1	-0.3
Cc1ccc(C(=O)CSc2nnc(-c3ccccc3N)n2C)cc1	-0.7
COc1ccc(CNC(=O)c2cc(C)nc3ccccc23)cc1OC	-1.1
CCSC1=NCCN1C(=O)c1ccc(S(=O)(=O)N(C)C)cc1	0.1
O=C(CSc1nccc(=O)[nH]1)NC1CCCc2ccccc21 (stereo not drawn)	0.3
COC(=O)[C@@H](NC(=O)c1ccccc1)[C@@H](C)O	2.7
COCCCN=C1NN=C(c2cc(C)n(Cc3ccco3)c2C)CS1	-0.1
COc1cc(NC(=O)c2nccn2C)cc(C(=O)Nc2cccc(C(F)(F)F)c2)c1	1.4
Cc1ccc(NS(=O)(=O)c2c(C)[nH]c(C)c2C(=O)N2CCCC2)cc1Cl	-0.7
CC(c1ccccc1)N1CC(C(=O)N2CCN(c3ccccc3)CC2)CC1=O (stereo not drawn)	-1.1
O=S(=O)(c1ccc2c(c1)OCCO2)N1CCN(S(=O)(=O)c2c(F)cc(F)cc2F)CC1	-0.9
Cc1ccc(OCC(=O)Nc2ccc(S(=O)(=O)N(C)C3CCN(C)CC3)cc2)c(C)c1	-0.6
CCOC(=O)C(=O)NNc1ccccc1C	-2.9
COc1ccc(CSc2nc(C)[nH]c2[N+](=O)[O-])cc1[N+](=O)[O-]	1.4
O=S1(=O)c2c(cccc2N2CC[C@@H](O)C2)O[C@@H]2CCN1C2	1.4
O=c1[nH]c(C2CCN(S(=O)(=O)c3ccccc3C(F)(F)F)CC2)nc2c1nnn2Cc1ccccc1	2.2
O=C(NC(=S)Nc1cccc(O)c1)c1cncc(Br)c1	1.4
CC(NC(=O)C1CC1)C(c1cccs1)N1CCOCC1 (stereo not drawn)	-1.1
Cc1ccsc1C(=O)OCC(=O)Nc1cccc(S(=O)(=O)N2CCOCC2)c1	-2.3
CCC(=O)NC(=S)Nc1ccccc1C(F)(F)F	0.4
CCOC(=O)c1ccccc1NC(=S)N1CCC(C)CC1	0.6
CC1CCN(C(=O)CN(Cc2ccc(Cl)cc2)S(C)(=O)=O)CC1	2.9
O=C(CSc1nccc(=O)[nH]1)NN(c1ccccc1)c1ccccc1	1.6
O=S(=O)(c1ccc(Br)cc1)c1nc(-c2ccco2)oc1NCC1CCCO1 (stereo not drawn)	2.4
Cc1ccc2nsnc2c1S(=O)(=O)N1CCOCC1	1.5
CC(C)CCNC(=O)C(c1ccncc1)N(C(=O)Cn1nnc(-c2ccc(F)cc2)n1)c1ccccc1F (stereo not drawn)	-1.9
CCC(C(=O)OCC(=O)NC(=O)NC(C)(C)C)c1ccccc1 (stereo not drawn)	-0.2
COCC(C)NC(=O)NC1(C(F)(F)F)Oc2ccc(Cl)cc2O1 (stereo not drawn)	0.3
CC(O)CC(=O)NOCc1ccccc1 (stereo not drawn)	1.7
NC(=O)c1c(N)[nH]c(C(=O)c2ccccc2)c1-c1ccncc1	1.2
C[C@@H]1CCCCO[C@H](CN(C)S(=O)(=O)c2cn(C)cn2)[C@@H](C)CN([C@H](C)CO)C(=O)c2cc(NC(=O)c3ccncc3)ccc2O1	-1.7
O=C(NC(=S)NCCC1=CCCCC1)c1ccc(Br)o1	-2.9
CCCc1cc(=O)[nH]c(SCC(=O)c2cc(C)n(-c3c(C)n(C)n(-c4ccccc4)c3=O)c2C)n1	-1.1
NS(=O)(=O)c1ccc(NC(=O)COc2ccc(S(=O)(=O)N3CCCC3)cc2)cc1	3.1
CCOc1cccc2cc(C(=O)N3CCc4ccccc4C3)c(=O)oc12	0.3
CN(CC(=O)Nc1ccncc1)S(=O)(=O)c1ccccc1	-0.5
COc1ccc(C/C(N)=N/n2cnnc2)cc1	-0.5
Cc1cccc(OCC(=O)N2CCN(C(=O)c3ccc([N+](=O)[O-])cc3)CC2)c1	-0.1
CCOc1ccc(-c2[nH]nc3c2C(c2ccc(O)cc2)C(C#N)=C(N)O3)cc1 (stereo not drawn)	1.1
CS(=O)(=O)c1[nH]nc(-c2cccc(Cl)c2)c1C#N	0.7
O=C1[C@@H](c2ccccc2)[C@@H](c2ccccc2)N1c1ccccc1	-1.9
O=C1CCc2cc(Br)ccc2O1	-1.2
O=C(O)c1ccc(-n2cc(-c3cc4ccccc4oc3=O)[nH]c2=S)cc1	-1.8
CCOC(=O)/C(C(N)=NC)=C(\O)c1ccccc1	-1.8
C/C(CC(=O)N1CCN(C=O)CC1)=N\NC(=O)c1ccc(Br)cc1	-0.8
O=C(COC(=O)c1cccc([N+](=O)[O-])c1)NCc1ccc2c(c1)OCO2	-1.8
(next part)
SMILES	TTR transcr act
O=C(Nc1ccc2c(c1)OCO2)C(c1ccccc1)N1CCCCC1 (stereo not drawn)	0.4
Cc1cc(NC(=O)NN2CCOCC2)nn1-c1c(Cl)cccc1Cl	1.2
CCc1ccc2[nH]c(=O)c(CN(CCN(CC)CC)C(=O)NC3CCCCC3)cc2c1	5.3
COc1ccc(C(=O)NC2CC2)cc1OC1CCN(Cc2cnn(C)c2)CC1	0.2
O=C(O)CC(C(=O)O)N1C(=O)/C(=C/c2ccc(-c3nc4ccccc4s3)o2)SC1=S (stereo not drawn)	2.7
O=C(Nc1ccc(F)cc1)C1CCCN(S(=O)(=O)c2cccc3nonc23)C1 (stereo not drawn)	-1.1
CN(C)CC(C)(C)CNc1ccc(S(=O)(=O)N2CCCC2)cn1	0.0
